MOR-DOR inv ag – inverse agonists of human mu-delta opioid receptor heterodimerization; cell-based MOR-DOR heterodimer luminescence, inverse agonism; P35372+P41143; hit rate 0.21% among 340,000; AID 504357; inhibition, % at 9.3 µM; in the data active means inhibition above about 22%, passing the limit was not always enough;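 further: 0% = cells with DMSO and 100% = wells without cells with DMSO; values of inactives mirror those of a sister screen read the other way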
Pemphigus Ab inh – inhibitors of pemphigus antibody binding to human desmoglein-3; hit rate 0.48% among 310,000; DSG3-coupled beads, scFv-anti-DSG3-GFP binding, flow cytometry; stronger effect = lower value; binding (percent of control), % at 10 µM; P32926;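 active means binding more than 3 SD below its plate's average and above zero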; further: some compounds called inactive have numbers as strong as hits
Target sequence (P32926 whole entry, looked up): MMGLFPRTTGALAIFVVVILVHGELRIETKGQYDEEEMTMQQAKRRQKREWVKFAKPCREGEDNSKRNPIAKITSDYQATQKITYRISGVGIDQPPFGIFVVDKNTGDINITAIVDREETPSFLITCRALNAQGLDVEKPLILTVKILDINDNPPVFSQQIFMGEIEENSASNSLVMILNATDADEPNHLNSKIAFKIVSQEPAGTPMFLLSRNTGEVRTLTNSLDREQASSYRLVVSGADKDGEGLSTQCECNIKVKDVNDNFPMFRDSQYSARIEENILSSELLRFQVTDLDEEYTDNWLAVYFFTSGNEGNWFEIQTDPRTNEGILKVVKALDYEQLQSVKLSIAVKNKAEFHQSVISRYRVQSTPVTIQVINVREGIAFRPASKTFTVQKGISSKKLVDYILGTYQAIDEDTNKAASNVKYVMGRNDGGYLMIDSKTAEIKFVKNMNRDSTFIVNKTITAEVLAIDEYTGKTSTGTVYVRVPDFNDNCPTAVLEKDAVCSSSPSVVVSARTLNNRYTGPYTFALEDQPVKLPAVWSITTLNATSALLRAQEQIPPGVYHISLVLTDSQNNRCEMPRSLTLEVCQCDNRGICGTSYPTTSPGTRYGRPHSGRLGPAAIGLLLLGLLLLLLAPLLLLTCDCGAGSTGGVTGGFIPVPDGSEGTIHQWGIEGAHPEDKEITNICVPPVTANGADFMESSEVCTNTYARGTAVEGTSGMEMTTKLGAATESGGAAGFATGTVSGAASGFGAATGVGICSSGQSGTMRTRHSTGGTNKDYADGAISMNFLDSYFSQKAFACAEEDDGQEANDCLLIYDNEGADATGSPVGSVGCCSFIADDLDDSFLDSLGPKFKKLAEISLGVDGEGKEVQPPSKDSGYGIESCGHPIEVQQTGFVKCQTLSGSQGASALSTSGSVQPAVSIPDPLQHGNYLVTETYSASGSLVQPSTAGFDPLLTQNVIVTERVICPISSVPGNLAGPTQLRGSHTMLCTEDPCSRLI
OPRM1-OPRD1 ag – agonists of human mu-delta opioid receptor heterodimerization; P35372+P41143; cells, OPRM1-OPRD1 heterodimerization, luminescence; activation, % at 9.3 µM; hit rate 0.3% among 340,000; AID 504326; in the data active means activation above about 18%;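 further: 0% = vehicle-treated cells and 100% = reference agonist; values of inactives mirror those of a sister screen read the other way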
C-LANA FP – KSHV C-LANA DNA binding inhibition. MBP-C-LANA/FAM-LBS DNA binding, fluorescence polarization. inhibition, % at 9 µM. hit rate 0.078% among 340,000;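 active means highest replicate inhibition at or above 60% at 9 µM, even if other replicates fall short; inactive means all replicates below 60% inhibition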;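 further: 0% = neutral control wells and 100% = 4 µM acridine orange control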
cardiac RTF act – cardiac RTF calcium sensitization | P19429+P45379 | IANBD-labeled TnC RTF fluorescence at EC20 calcium; 0% EC20 calcium, 100% full calcium | activation, % at 7.2 µM | hit rate 0.24% among 340,000;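 active means activation above the mean over all tested compounds plus 3 SD, cut at about 30% in these data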;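 further: rise in fluorescence read as greater calcium sensitivity of cardiac thin filaments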
V-ATPase pHluor – yeast V-ATPase proton transport regulation by pHLuorin; S. cerevisiae, pHLuorin cytosolic pH fluorescence; response, % at 10 µM; hit rate 0.37% among 350,000; AID 504577; in the data active means response mostly above about 7.3%, no sharp cut-off; inactive means mostly below about 5.4%; further: actives read high; inactives centre near 0; some compounds called inactive have numbers as strong as hits; reference of the scale not given here
Arrestin-AP2 inh – inhibitors of human beta-arrestin and AP2 interaction. FITC-arrestin peptide / GST-AP2 beads, flow cytometry; AP2 beta2 appendage carries R879A mutation. inhibition, % at 10 µM. hit rate 0.31% among 340,000;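 active means inhibition above a set limit, near 3 SD of compounds lacking own fluorescence, cut at about 54% in these data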;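 further: plate controls were DMSO wells for no effect and 5 µM unlabelled arrestin peptide for full effect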
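Measured by: flow cytometry, FL1 (488/535 nm); Material: AP2 appendage R879A on GSH beads; Evaluation: percent response; Timing: pre-incubation 12 min, peptide binding 1 h, room temperature; Also added: 50 nM FITC-arrestin peptide; Medium: PBS with 0.05% Tween 20 and 0.1% BSA.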
Keap1-Nrf2 PPI – Keap1-Nrf2 (human) interaction inhibition; Keap1 Kelch-Nrf2 peptide fluorescence polarization, 1536-well; hit rate 0.15% among 340,000; inhibition, % at 9.4 µM; in the data active means inhibition above about 12%;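 further: human Keap1 Kelch domain with fluorescein labeled Nrf2 9mer peptide probe; 0% = neutral control wells and 100% = peptide positive control; higher means more block of Keap1 binding to Nrf2 peptide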
Cardiac RTF inh – cardiac RTF calcium desensitization | IANBD-labeled cardiac RTF, Ca2+ fluorescence | inhibition, % at 7.15 µM | hit rate 0.12% among 340,000;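 active means inhibition above the mean inhibition of all tested compounds plus 3 SD, cut at about 17% in these data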;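 further: assay run at fixed EC70 calcium of 1.6 mM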
Wnt bcat act – Wnt/beta-catenin pathway activation; Wnt/beta-catenin reporter cell assay, activator, plate reader; AID 743398; hit rate 1.2% among 300,000; activation, % at 9.35 µM; in the data active means activation above about 30%, passing the limit was not always enough;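 further: 0% = neutral control wells and 100% = positive control wells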
Numbers without * were called inactive; · = not tested or not shown.

structure	Cardiac RTF inh	Pemphigus Ab inh	Arrestin-AP2 inh	V-ATPase pHluor	OPRM1-OPRD1 ag	cardiac RTF act	Wnt bcat act	C-LANA FP	MOR-DOR inv ag	Keap1-Nrf2 PPI
c1cc2c3c(cccc3c1)C(N1CCCCCC1)=N2	-3	112	-9	2	-2.4	-2	0	0.9	13	-6
CCOCc1c(C(=O)OCC(=O)Nc2ccc(C)c(S(=O)(=O)N(C)C)c2)oc2ccccc12	7	100	-2	0	2.2	7	-3	-1.2	-12	-4
NC(=O)C1CCN(c2ccc3c(c2)S(=O)(=O)c2ccccc2C3=O)CC1	-9	104	-11	1	-2.3	19	8	5.0	13	0
CCOc1cc(/C=C2/C(=N)N3OC(C)=CC3=NC2=O)ccc1OCCOc1ccccc1	4	·	16	-1	-0.5	-1	3	-2.4	3	0
OCCCc1nc2n(n1)C(c1ccccc1)C=C(c1ccccc1)N2 (centres undefined)	-10	103	-8	-2	-3.0	0	·	3.8	17	1
CC(=O)c1c(N2CCCC2)nc(=S)n(-c2ccccc2)c1C	9	90	-11	-3	-3.2	-6	-3	1.1	18	-12
COC(=O)C1N[C@@H]([C@@H](NC(=O)COc2ccccc2)C(=O)NC2CC2)SC1(C)C (some centres undefined)	-22	101	-7	-7	-2.5	3	5	0.0	14	1
CCCN1CCN(C(=O)C2CCN(S(=O)(=O)c3ccc4c(c3)NC(=O)C(C)S4)CC2)CC1 (centres undefined)	1	113	-10	3	-3.8	-5	-1	-0.6	21	-10

The listing continues.
structure	Cardiac RTF inh	Pemphigus Ab inh	Arrestin-AP2 inh	V-ATPase pHluor	OPRM1-OPRD1 ag	cardiac RTF act	Wnt bcat act	C-LANA FP	MOR-DOR inv ag	Keap1-Nrf2 PPI
c1ccc(Cn2c(CSc3nnnn3-c3ccccc3)nc3ccccc32)cc1	-16	106	2	3	2.1	-1	0	-0.9	-13	-2
COc1ccccc1NC(=O)CSc1n[nH]c(Cc2ccccc2)n1	-1	104	-6	-1	-3.1	-3	-3	1.9	17	-5
CCOC(=O)N1CCN(C(=O)CCc2c(C)nc3c(c(C)nn3-c3ccc(C)c(C)c3)c2C)CC1	5	98	-6	-1	-2.0	-1	·	1.0	10	-3
COc1ccc(/C=C/C(=O)OCC(=O)NC(=O)NC(C)(C)C)cc1	1	103	6	1	1.3	2	1	-0.2	-7	-2
COc1ccc2cc(/C=N/NC(=O)c3c(Cl)cnn3C)c(Cl)nc2c1	-4	104	3	0	-2.5	-5	-6	-0.9	13	1
O=C1N/C(=C/c2ccsc2)C(=O)N1c1ccccc1	-11	85	3	-1	-0.2	0	8	0.5	1	-1
CCOC(=O)CSc1ncnc2c(C(=O)OCC)c3n(c12)CCC3	-15	95	13	-2	0.1	3	-1	0.6	-1	-4
COc1ccc(N2CCN(CCCNC(=O)C3CCCN(S(=O)(=O)c4c(C)n[nH]c4C)C3)CC2)cc1 (centres undefined)	-9	99	7	1	-4.5	-4	-1	0.2	21	-4

Further results
structure	Cardiac RTF inh	Pemphigus Ab inh	Arrestin-AP2 inh	V-ATPase pHluor	OPRM1-OPRD1 ag	cardiac RTF act	Wnt bcat act	C-LANA FP	MOR-DOR inv ag	Keap1-Nrf2 PPI
COc1cccc(-c2cc(C(F)(F)F)nc(N3CCOCC3)n2)c1	6	·	3	1	1.2	-5	-4	-1.7	-7	-1
O=C(CCc1nc2ccccc2c(=O)[nH]1)N1CCN(c2ccc(F)cc2)CC1	-4	98	26	-3	-1.9	4	-3	-0.7	9	2
Cc1cc(C(=O)NNC(=S)NCc2ccccc2)cs1	-4	102	-9	-2	-1.6	20	·	0.3	8	-6
CCCCn1c(N)c(N(CCOC)C(=O)c2ccc(-n3c(C)ccc3C)cc2)c(=O)[nH]c1=O	-4	97	-21	2	0.1	14	-1	0.6	-1	0
COc1cc(C2NC(=O)c3ccccc3O2)cc(OC)c1OC (centres undefined)	2	98	-10	2	-0.9	12	0	0.9	5	-4
Cc1ccnc(NS(=O)(=O)c2ccc(NC(=O)c3ccc([N+](=O)[O-])s3)cc2)n1	-10	94	-3	1	8.0	-1	-3	2.7	-58	-5
Cc1ccc(NC(=S)NC(=O)C2CC2)cc1Cl	6	99	-8	0	4.8	-1	12	0.2	-26	-1
CSCCC1NC(=O)C(C(C)=Nc2ccccc2)=C1O (centres undefined)	-7	101	2	0	-1.1	-3	0	0.4	6	-5

The list goes on:
structure	Cardiac RTF inh	Pemphigus Ab inh	Arrestin-AP2 inh	V-ATPase pHluor	OPRM1-OPRD1 ag	cardiac RTF act	Wnt bcat act	C-LANA FP	MOR-DOR inv ag	Keap1-Nrf2 PPI
O=S(=O)(Nc1ncccn1)c1ccc(NS(=O)(=O)c2cc(Cl)ccc2Cl)cc1	-10	99	27	0	0.1	-4	2	0.6	0	-1
N#Cc1nnn(Cc2ccccc2)c1N	6	98	18	-2	-4.2	-4	0	0.6	22	3
CCOc1cc(N2CCOCC2)c(OCC)cc1NC(=O)Cn1cnc2c(=O)n(C)c(=O)n(C)c21	-22	99	-7	-2	·	1	10	1.0	·	-1
Cc1ccccc1NC(=O)C(=O)NCc1ccccn1	-6	99	-7	2	-0.7	0	·	1.2	4	6
CCOC(=O)CCCCC(=O)c1[nH]c(=O)[nH]c1CN1CCOCC1	-7	101	-27	-1	-0.1	1	-2	-1.2	0	1
COc1ccc(Cn2nnnc2C(c2cc3cccc(C)c3[nH]c2=O)N2CCN(C)CC2)cc1 (centres undefined)	-11	95	25	0	2.7	4	12	0.4	-13	1
COCCNC(=O)COc1ncnc2scc(-c3ccc(F)cc3)c12	1	98	-12	4	-0.2	0	2	2.9	1	-3
CC1CNC(=S)N(c2ccc(F)cc2)C1=O (centres undefined)	4	101	2	1	-4.4	-7	-2	-9.8	19	-1

Next section.
structure	Cardiac RTF inh	Pemphigus Ab inh	Arrestin-AP2 inh	V-ATPase pHluor	OPRM1-OPRD1 ag	cardiac RTF act	Wnt bcat act	C-LANA FP	MOR-DOR inv ag	Keap1-Nrf2 PPI
COc1ccc(Cc2nnc(NC(=O)c3ccc(C)cc3)s2)cc1OC	-1	94	19	-4	-2.4	-1	1	1.1	11	-1
COc1ccc(-c2nn(CC(=O)N(C)C)c(=O)c3ccccc23)cc1	-1	·	-2	0	-0.4	-3	-2	0.8	2	1
CCCN(C(=O)CSc1nnc(-c2ccoc2C)n1N)C1CCS(=O)(=O)C1 (centres undefined)	14	98	13	0	-2.4	1	-2	0.0	14	-2
COc1ccc(S(=O)(=O)NNC(=O)c2cc3ccccc3o2)cc1	-19	86	-1	-3	-3.0	0	-6	1.1	15	-2
Cc1ccc(-c2nnc(-c3cccc4ccccc34)o2)cc1	7	76	3	2	-1.6	0	1	-2.1	8	-4
CC(C)NC(=O)C(=O)NC1CCCCCC1	-4	102	-4	2	0.5	0	·	-0.2	-2	4
COc1ccc(/C=N/NC(=O)c2cc(C)on2)c2ccccc12	-4	103	-1	1	0.9	-2	·	-1.3	-5	-1
O=C(CNC(=O)c1ccco1)NNC(=O)c1ccc(Br)cc1	-14	·	31	1	-1.9	1	1	1.1	7	-6

Reprinted from the part before: 2 compounds; new compounds follow.
structure	Cardiac RTF inh	Pemphigus Ab inh	Arrestin-AP2 inh	V-ATPase pHluor	OPRM1-OPRD1 ag	cardiac RTF act	Wnt bcat act	C-LANA FP	MOR-DOR inv ag	Keap1-Nrf2 PPI
COc1ccc(/C=N/NC(=O)c2cc(C)on2)c2ccccc12	-4	103	-1	1	0.9	-2	·	-1.3	-5	-1
O=C(CNC(=O)c1ccco1)NNC(=O)c1ccc(Br)cc1	-14	·	31	1	-1.9	1	1	1.1	7	-6
Cc1ccc(NC(=O)CNC(=O)Cn2cnc3sc(C)c(C)c3c2=O)cc1F	0	104	-7	3	-2.9	-2	-2	-1.2	14	-1
O=C(CSc1ccccn1)Nc1ccc(Br)cn1	-3	102	-15	0	-1.3	0	·	0.3	6	1
COc1cccc(/C=C/C(=O)Nc2ccc(OC)nc2)c1	4	130	5	1	0.2	2	·	4.4	-1	5
CC(/C=N/NC(=O)c1c(Br)cnn1C)=C\c1ccccc1	-3	101	-1	-3	1.1	-7	18	3.9	-7	6
O=C/C(=C\Nc1ccc(Cl)cn1)c1nc2cc(Cl)ccc2o1	7	107	-1	-1	-0.7	-3	·	2.2	4	-1
CCOc1ccc(S(=O)(=O)N(CC(=O)NCc2ccncc2)c2ccc(C)cc2)cc1	-16	97	9	4	-0.1	-1	9	0.3	1	-1
CN(CC(=O)NCc1ccccn1)S(=O)(=O)c1ccc(Cl)cc1	-2	104	4	1	-3.4	9	·	0.8	17	-4
Cc1cccc(NC(=O)NC2CCCc3ccccc32)c1 (centres undefined)	0	119	14	-1	1.8	4	1	-0.8	-10	6

(list continues)
structure	Cardiac RTF inh	Pemphigus Ab inh	Arrestin-AP2 inh	V-ATPase pHluor	OPRM1-OPRD1 ag	cardiac RTF act	Wnt bcat act	C-LANA FP	MOR-DOR inv ag	Keap1-Nrf2 PPI
O=C(NCc1cc([N+](=O)[O-])ccc1O)c1cccc(NS(=O)(=O)c2ccccc2)c1	-11	104	-1	-2	-3.1	5	7	0.0	21	0
O=C(COc1ccccc1)NCC(=O)NC1CCCCC1	3	106	-13	-1	0.6	0	0	-0.4	-3	-4
CN1CCN(Cc2nnc(-c3ccccc3)o2)CC1	-11	96	23	1	-0.7	2	-1	-0.3	4	-4
CCC(=O)N(Cc1cccs1)C1CCOC(C)(C)C1 (centres undefined)	-5	77	-8	0	-2.0	-2	-1	-0.4	11	4
CCN(Cc1ccccc1)S(=O)(=O)c1ccc(C(=O)N(CCCN(C)C)c2nc3cc4c(cc3s2)OCCO4)cc1	-10	111	-14	1	2.7	-15	8	0.6	-18	2
CC1(C)CC(=O)c2cc(OCC(=O)N3CCCCCC3)ccc2O1	-2	103	-12	-6	-4.0	-4	·	0.0	22	-7
CCOc1ccc(CN2CCNC(=O)C2CC(=O)NCc2cc(C)n(C)n2)cc1 (centres undefined)	-12	103	47	-3	0.7	1	0	0.4	-3	3
CCOC(=O)Cn1cnc([N+](=O)[O-])n1	-1	100	-2	0	0.5	-3	·	-2.1	-3	-1
O=C(Cn1cnc2c(OCc3ccccc3)ncnc21)NCCCn1ccnc1	-1	107	7	2	·	-1	-1	0.5	·	-1

Source: PubChem
